From PubChem
FBPA coupling cs: qHTS Assay for Inhibitors of Fructose-1,6-bisphosphate Aldolase from Giardia Lamblia: Coupling assay counterscreen; actives 0.67% (n = 290,000); activity change, negative = inhibition, % at 58.2 µM, hits read low; coupling enzyme system counterscreen, AmpLite Red fluorescence; AID 2472, 2010; in the data active = activity change below about -30%; note: % is set by controls: 0 for no effect and ±100 for the full control effect
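Fluorescence at 525 nm excitation and 598 nm emission measured inhibition of the coupled detection system without aldolase. Compounds (at 57.5 uM final) were preincubated 10 min at room temperature with coupling enzyme reagent before a 20 min substrate/AmpLite Red step.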
AT treatment: qHTS Assay for Identifying a Potential Treatment of Ataxia-Telangiectasia | […] A-T fibroblasts, KAP-1 phosphorylation AlphaLISA; neocarzinostatin DNA damage 30 min before lysis | Potency, µM (highest dose often 57.5 µM), for inactives: top-dose activation, hits mostly activators | actives 0.19% (n = 320,000); note: potency is the fitted concentration of half-maximal effect; % of control where 0% means no effect; nearly all actives have a fitted effect of over 45% in size
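ATM-like activity read as KAP-1 phosphorylation via AlphaLISA donor/acceptor antibody pairs after lysis and 6 hr at 25C. Cells were ATM-null patient fibroblasts ([…], hTERT), dosed 60 min, then exposed to the DSB inducer NCS for 30 min.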
Integrin act MD: qHTS for Activators of Integrin-Mediated Alleviation for Muscular Dystrophy; AID 624291, 2012; alpha7betagal myoblasts, beta-gal FDG fluorescence, 48 h; actives 0.064% (n = 350,000); Potency, µM (highest dose often 38.3 µM), for the others: at the top dose activation, most hits filed as activators;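 note: potency is the fitted concentration of half-maximal effect; 100% = response of the positive control SU9516; nearly all actives have a fitted effect of over 60% in size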
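Alpha7betagal+/- myoblasts (passage 13) were plated 16-24 hr, then exposed to compounds (1:260 dilution of DMSO stock) for 48 hours at 37C. After MPER lysis, β-galactosidase reporter activity was read as FDG fluorescence (ex 480/em 540) after 30 minutes.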
MBNL1-CUG inh: qHTS Assay for Inhibitors of MBNL1-poly(CUG) RNA binding. Muscleblind-like protein 1 (Homo sapiens), Q9NR56. TR-FRET MBNL1-His/biotin-(CUG)12 binding, 665/545 ratio. Potency, µM (highest dose often 57.5 µM), without a hit: at the highest dose activity change, negative = inhibition, hits mostly inhibitors. actives 0.036% (n = 280,000); active = well fitted inhibition curve with a large enough effect in the signal ratio, with a control signal flat, not every such curve was filed as active; inconclusive = small, poorly fitted or top-dose-only effect, or effect the other way, or a change in a side signal; inactive = no such curve, though single readings can be large or run the other way; the % refers to the signal ratio; note: potency is the fitted concentration of half-maximal effect; % is set by controls: 0 for no effect and ±100 for the full control effect
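Compound titration spanned 92 nM–58 uM against the MBNL1-His/biotin-(CUG)12 complex. After 60 min at room temperature with 5 nM streptavidin-XL665 and 0.055 ng/ul terbium anti-His, ratiometric 665/545 nm emission (Ex 340 nm) normalized to controls.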
TRPV1 ag: HTS Assay for Compounds that Act as Agonists of the Vanilloid Receptor 1 | activation, % at 8.33 µM | Transient receptor potential cation channel subfamily V member 1 (Homo sapiens), Q8NER1 | actives 0.19% (n = 320,000) | TRPV1-expressing cells, Fluo-8 calcium influx, agonist mode; in the data active = activation above about 80%; inconclusive = between about 30% and that limit; note: 0% is about no effect
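Cells expressing TRPV1 were dye-loaded with Fluo-8 and read kinetically: 10 s baseline, 3 min after compound (agonist portion), then 2 min after EC20 capsaicin (allosteric enhancer portion). Calcium-bound dye fluorescence at 480/520 nm.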
ASM inhibitor: Inhibitors of Secretory Acid Sphingomyelinase (S-ASM): qHTS. actives 0.006% (n = 340,000). Sphingomyelin phosphodiesterase (Homo sapiens), P17405. Potency, µM (doses to about 57.5 µM), for inactives: at the highest dose activity change, negative = inhibition, hits mostly inhibitors. placental ASM, HMU-PC fluorogenic substrate, 60 min; note: potency is the fitted concentration of half-maximal effect
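qHTS format. ASM enzyme prepared from human placenta hydrolyses the fluorogenic substrate HMU-PC0 (9 uM final) over 60 min at 37 °C after a 10 min compound preincubation.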
CXXC DNA block: qHTS Fluorescence Polarization Assay for Inhibitors of MLL CXXC domain - DNA interaction; MLL-CXXC / FITC-HOXA9 DNA fluorescence polarization; Potency, µM (doses to about 115 µM), without a hit: top-dose activity change, negative = inhibition, usual class: inhibitors; actives 0.037% (n = 290,000); AID 2662, 2010; active = well fitted inhibition curve with a large enough effect in the polarisation, with a control signal flat, not every such curve was filed as active; inconclusive = small, poorly fitted or top-dose-only effect, or effect the other way, or a change in a side signal; inactive = no such curve, though single readings can be large or run the other way; the % refers to the polarisation; note: potency is the fitted concentration of half-maximal effect
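Steps: dispense CXXC domain solution (7 uM) → pin compounds or unlabeled HOX-A9 DNA control → 5 min ambient → add FLSN-HOX-A9 solution (50 nM) → spin → 30 min ambient → fluorescence polarization. Tris pH 7.5/NaCl/DTT/BSA buffer.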
KCNH2 WT inh: qHTS for Inhibitors of KCHN2 3.1: Wildtype qHTS. Voltage-gated inwardly rectifying potassium channel KCNH2 (Homo sapiens), Q12809. U2OS, BacMam KCNH2, thallium flux FluxOr; hits give low values. activity change, % at 1.84 µM. actives 0.37% (n = 340,000). AID 720551, 2013;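 active = maximum activity change below -70%; inconclusive = maximum activity change between -70% and -50%; inactive = maximum activity change above -50%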; note: % is set by controls: 0 for no effect and ±100 for the full control effect
Target sequence (Q12809 whole entry, looked up): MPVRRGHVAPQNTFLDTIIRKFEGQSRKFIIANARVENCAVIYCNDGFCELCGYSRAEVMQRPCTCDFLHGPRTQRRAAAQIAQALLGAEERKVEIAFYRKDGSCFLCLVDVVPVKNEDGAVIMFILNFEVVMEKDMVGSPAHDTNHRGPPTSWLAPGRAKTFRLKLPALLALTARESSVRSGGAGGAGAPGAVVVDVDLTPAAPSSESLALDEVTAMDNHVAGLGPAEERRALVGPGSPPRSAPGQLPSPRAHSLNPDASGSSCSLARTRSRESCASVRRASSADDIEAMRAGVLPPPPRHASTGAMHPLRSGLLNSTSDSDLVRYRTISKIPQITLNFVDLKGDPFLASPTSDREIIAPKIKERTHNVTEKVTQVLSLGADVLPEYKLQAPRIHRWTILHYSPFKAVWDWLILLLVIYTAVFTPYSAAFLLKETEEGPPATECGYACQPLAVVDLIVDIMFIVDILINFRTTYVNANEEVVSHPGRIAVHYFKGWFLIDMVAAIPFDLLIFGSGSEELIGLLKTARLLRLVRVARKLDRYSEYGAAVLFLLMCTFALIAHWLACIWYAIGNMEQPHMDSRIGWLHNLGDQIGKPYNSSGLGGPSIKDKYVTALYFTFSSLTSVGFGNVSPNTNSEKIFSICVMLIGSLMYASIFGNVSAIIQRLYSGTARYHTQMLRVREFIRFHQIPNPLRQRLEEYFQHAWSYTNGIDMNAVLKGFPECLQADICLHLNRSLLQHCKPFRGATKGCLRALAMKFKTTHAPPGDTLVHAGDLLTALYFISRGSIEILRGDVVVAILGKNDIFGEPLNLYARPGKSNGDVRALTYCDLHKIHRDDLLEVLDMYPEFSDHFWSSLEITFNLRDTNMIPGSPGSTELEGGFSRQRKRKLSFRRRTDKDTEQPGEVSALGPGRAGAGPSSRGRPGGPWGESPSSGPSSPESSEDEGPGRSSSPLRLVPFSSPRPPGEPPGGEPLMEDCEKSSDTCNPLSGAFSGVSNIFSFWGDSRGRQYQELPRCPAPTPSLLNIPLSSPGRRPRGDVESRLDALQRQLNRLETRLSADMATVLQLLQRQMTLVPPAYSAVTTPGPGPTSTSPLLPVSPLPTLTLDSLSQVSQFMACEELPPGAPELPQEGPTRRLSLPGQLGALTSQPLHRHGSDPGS
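U2OS cells were transduced with wild-type KCNH2 virus (2.03 x 10^8 / mL) for 4 h at room temperature, then cultured overnight at 37 C. Thallium flux was read with FluxOr dye. Rate constants were normalized to DMSO controls.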
GALK inh: qHTS Assay for Inhibitors of Human Galactokinase (GALK) | AID 1868, 2009 | Purified GALK, Kinase-Glo residual ATP luminescence | actives 0.007% (n = 270,000) | Potency, µM (highest dose often 57.5 µM), without a hit: at the highest dose activity change, negative = inhibition, most hits filed as inhibitors; note: potency is the fitted concentration of half-maximal effect; % is set by controls: 0 for no effect and ±100 for the full control effect
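The enzyme phosphorylates galactose (100 uM) using ATP (35 uM); inhibition is detected as higher residual ATP, quantified by bioluminescence after 1 h reaction at room temperature, pH 8.0.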
KCNH2 3.1 block: qHTS for Inhibitors of KCHN2 3.1: Mutant qHTS; Potassium voltage-gated channel subfamily H member 2, brain isoform KCNH2 3.1 (human); U2OS KCNH2 3.1, thallium flux FluxOr; hits give low values; activity change, % (tested at about 1.8 µM); actives 0.95% (n = 340,000);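 active = maximum activity change below -70%; inconclusive = maximum activity change from -70% to -50%; inactive = maximum activity change above -50%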;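 note: thallium influx rate constant from kinetic fluorescence after stimulation buffer; % is set by controls: 0 for no effect and ±100 for the full control effect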
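U2OS cells transduced with KCNH2 3.1 mutant virus (1.77 x 10^8 /mL, 4 h), plated overnight at 37 C, loaded 45 min with FluxOr dye plus Red40 quencher. Thallium flux rate constant from kinetic reads after stimulation buffer, normalised to controls.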
Numbers without * were called inactive; ? = inconclusive; nt = no result given; & = joins results of further samples; [ ] = dose if it differs, or a comment. Unless noted, calls come from the whole dose curve; as a rule, active = well fitted curve in the direction sought with a large enough effect; inconclusive = small, poorly fitted or top-dose-only effect, or another doubt; inactive = no such curve, though single readings can be large; an effect the other way counts as inactive or inconclusive.

SMILES	FBPA coupling cs	AT treatment	Integrin act MD	MBNL1-CUG inh	TRPV1 ag	ASM inhibitor	CXXC DNA block	KCNH2 WT inh	GALK inh	KCNH2 3.1 block
Cc1ccc(S(=O)(=O)N2CCN(S(C)(=O)=O)C2c2ccccc2)cc1 (stereo not given)	1	-3%	-1%	-6%	-5	0%	1%	-8	1%	-23
Cc1c2cnn(-c3ccccc3)c(=O)c2c(C)n1CCCC(=O)N1CCN(c2ncccn2)CC1	-1	-1%	-7%	-5%	7	-3%	11%	16	4%	0
Cc1ccc(S(=O)(=O)N2CCCc3cc(NC(=O)c4c(F)cccc4F)ccc32)cc1	nt	-1%	-16%	3%	-1	0%	18%	-8	-1%	-11
CN(CC(=O)NC1CCCc2ccccc21)C1CCCCC1 (stereo not given)	1	1%	0%	0%	25	3%	5%	0	4%	-1
Cn1c(N)c(C(=O)COC(=O)c2cc(C3CC3)nc3ccccc23)c(=O)n(C)c1=O	1&5	1%	2%	-7%	4	?	7%	-18	nt	15
CC(C)(C)OC(=O)N1CCC(CC2CC(c3cccc(Br)c3)=NO2)(C(=O)O)CC1 (stereo not given)	4	-3%	-4%	-7%	-1	3%	9%	nt	nt	nt
CC(=O)Nc1ccc2c(c1)C(=O)c1cccc(C(=O)O)c1-2	nt	nt	-12%	nt	nt	6%	nt	20	nt	-10
O=C(CNC(=O)c1ccc2ccccc2c1)NC1CCCCC1	nt	-4%	-3%	nt	nt	1%	nt	-7	nt	0
N=C1c2ccccc2CN1NC(=O)COc1ccc(Cl)cc1	3	0%	-3%	nt	1	1%	5%	21	10%	-11
COCCCNC(=O)CSC1=Nc2ccccc2C2=NC(Cc3c[nH]c4ccccc34)C(=O)N12 (stereo not given)	-1	0%	5%	-12%	-2	0%	17%	-18	0%	11
CC1CCN(CCCn2c(SCC(=O)Nc3ccccc3Cl)nc3ccccc3c2=O)CC1	1	1%	-70%[inhibitor]	-4%	10	16%	7%	2	0%	16
COc1ccc(OCCCN2CCCC(C)C2)cc1 (stereo not given)	0	1%	-23%	-2%	2	-1%	6%	11	1%	4
COc1ccccc1C(=O)N1c2ccccc2Sc2ccccc21	-8	2%	-54%[inhibitor]	-10%	18	1%	1%	-1	-2%	0
CSc1ccccc1NC(=O)c1cc2c(=O)n3ccccc3nc2s1	0	0%	2%	11%	3	238%[activator]	-5%	3	3%	5
COC(=O)c1c(NC(=O)c2ccco2)sc2c1CCN(C(C)C)C2	-2	2%	4%	?	-2	21%	6%	20	-4%	10
CCCOc1ccc(C2/C(=C(\O)c3c(C)[nH]c(C(=O)OC)c3C)C(=O)C(=O)N2CCN(C)C)cc1 (stereo not given)	0	-1%	20%	10%	1	-2%	-7%	-2	8%	-39
COc1ccc(-c2c(-c3ccccc3OC)sc3ccccc23)cc1C=O	nt	3%	-7%	nt	-5	-1%	nt	6	nt	0
CCn1c(SCC(=O)O)nnc1-c1cc2c(C)nn(-c3ccccc3)c2s1	5	-9%	2%	4%	-4	11%	-18%	0	5%	0
CCOc1ccc(NC2c3ccccc3C(=O)N2Cc2ccc3c(c2)OCO3)cc1 (stereo not given)	-3	4%	13%	2%	?	-18%	-9%	0	-1%	-14
CCCCOc1ccc(C(=O)NCCOc2cccc(OC)c2)cc1	-1	3%	8%	-2%	?	-6%	17%	3	nt	20
COCCCNC(=O)C1CC(=O)OC1c1ccc(OC)c(OC)c1 (stereo not given)	-1	nt	-9%	-9%	-4	3%	-10%	-3	2%	-4
Cc1cc(C)nc(SCC(=O)Nn2cnnc2)n1	1	4%	-11%	-1%	0	3%	3%	7	3%	3
COc1ccc(C(O)c2nccc3cc(OC)c(OC)cc23)cc1OC (stereo not given)	-19	1%	-53%[inhibitor]	-15%	-3	4%	13%	2	0%	4
COc1ccc(CNC(=O)C[C@H]2C[C@H](C(=O)N(C(C)C)C(C)C)[C@@]3(C)c4[nH]c5ccc(Cl)cc5c4CCN3C2=O)cc1OC	nt	6%	-3%	nt	nt	-10%	nt	-3	nt	-19
CCCCOc1cccc(-c2cc(C(=O)NNC(=S)NCC)c3ccccc3n2)c1	-2	-2%	-17%	5%	?	-14%	-16%	-1	0%	3
Next part
SMILES	FBPA coupling cs	AT treatment	Integrin act MD	MBNL1-CUG inh	TRPV1 ag	ASM inhibitor	CXXC DNA block	KCNH2 WT inh	GALK inh	KCNH2 3.1 block
CCCCCCCC(O)CC(CC1CCCCC1)C(=O)NN (stereo not given)	0	0%	17%	nt	0	1%	-5%	-7	1%	9
Cc1cc(NC(=O)CSc2nc(=O)n(CCN(C)C)c3c2CCCC3)no1	nt	4%	-10%	nt	0	-2%	nt	-5	nt	9
COc1ccccc1C(=O)NCCn1cc(SCC(=O)NCc2ccco2)c2ccccc21	1	-2%	-16%	-9%	-4	-2%	-3%	1	1%	-9
COc1ccc2c(COC(=O)CNS(=O)(=O)c3ccc(C)c(C)c3)cc(=O)oc2c1	nt	-11%	-24%	nt	2	7%	nt	-9	nt	14
C=CCC1(CC=C)CCCN1C(=O)c1cc(COc2ccc(C)nc2)on1	-2	8%	-16%	0%	?	1%	14%	3	-4%	14
Nn1c(Cc2cccc3ccccc23)nnc1SCc1ccccc1Cl	1	nt	16%	7%	7	-1%	5%	-3	1%	1
COCCNC(=O)c1ccccc1NC(=O)c1cc(OC)cc(OC)c1	0	-8%	9%	-3%	?	3%	-2%	-9	1%	5
CCC(NC(=O)OCc1ccccc1)C(=O)Oc1ccc2ccc(=O)oc2c1 (stereo not given)	-3	3%	3%	53%[activator]	18	nt	-12%	-8	0%	-1
CCCC1OC23CCCCC2C(C#N)(C(=N)O3)C1(C#N)C#N (stereo not given)	-6	-6%	-31%	10%	5	nt	-24%	1	3%	14
N#C/C(=C\c1cccs1)C(=O)Nc1nccs1	1	-8%	8%	?	0	-2%	36%[activator]	-5	-3%	-6
COC(=O)C1=C(C(C)=O)C(c2ccc(C)cc2)n2nnnc2N1 (stereo not given)	10	nt	15%	11%	5	12%	1%	2	2%	2
CC(C)c1nnc(NC(=O)CCC(=O)NCc2ccco2)s1	3	-2%	?	?	-1	8%	8%	2	-2%	-13
C/C(N)=C(/C#N)C(=O)CSc1nnc(COc2ccccc2Cl)o1	3	1%	4%&4%	-1%	3	0%&2%	-2%	-16&2	-3%	-25&-5
Cc1nnc(NC(=O)CC23CC4CC(CC(C4)C2)C3)s1	-1	4%	1%	4%	1	1%	nt	16	nt	6
O=C(OCCNC(=O)c1ccc2ccccc2n1)c1ccc(F)cc1	-1	3%	11%[7.66 µM]	7%	?	-3%	-3%	1	0%	-3
O=C(O)COCC(=O)N1CCN(c2cc(C(F)(F)F)nc3ccccc23)CC1	0	13%	20%	21%	5	0%	1%	2	9%	9
COCCNC(=O)c1ccc2ccccc2n1	1	6%	12%	20%	1	0%	-4%	0	3%	17
Cc1cccc(NC(=O)CN(c2ccc(F)cc2)S(C)(=O)=O)c1	2	-7%	16%	-8%	1	1%	22%	-3	-3%	5
COc1ccccc1NC(=S)Nc1ccc2cn[nH]c2c1	-14	6%	-20%	-2%	0	6%	19%	-4	6%	3
O=C(Nc1cccnc1)c1cc(S(=O)(=O)N2CCCCC2)c(Cl)cc1Cl	2	-2%	-48%[inhibitor]	-1%	8	-4%	9%	2	-2%	-18
O=C(Cn1cc(C(=O)c2cccs2)c2ccccc21)NCc1ccc2c(c1)OCO2	-3	7%	6%	1%	7	-16%	1%	0	0%	29
Cc1ccc(CNC(=O)CCC2CCCN(C(=O)c3ccc4c(c3)OCO4)C2)o1 (stereo not given)	0	-2%	-25%	5%	-2	5%	11%	7	0%	-6
O=C(CCn1cnnn1)Nc1ccc(Cl)cc1Cl	0	-1%	2%	-8%	-6	-2%	8%	0	0%	-6
O=C(Nc1ccc2oc(-c3ccccc3)nc2c1)C1CCCO1 (stereo not given)	-1	8%	16%	20%	19	2%	4%	-11	4%	-3
Cc1cc(C2C(=O)CC(=O)CC2c2ccccc2)on1 (stereo not given)	1	5%	-13%	-4%	1	0%	-14%	0	1%	-2
CCNc1nc(NC(C)(C)C)nc(N(C#N)CC)n1	1	-5%	1%	-11%	17	-5%	0%	-6	5%	-5
